APP transl inh = APP translation inhibition; SH-SY5Y APP 5'UTR-luciferase reporter, luminescence; inhibition, % at 2 µM; 0.82% of 190,000 active; AID 1285;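 active = inhibition above a set limit, derived from the sample mean plus 3 SD, cut at about 45% in these data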; note: values of inactives mirror those of a sister screen read the other way
APP 5'UTR act = APP 5'UTR luciferase reporter activation. SH-SY5Y APP 5'UTR luciferase reporter, luminescence; zero percent = DMSO vehicle wells. activation, % at 2 µM. 1% of 190,000 active;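 active = activation above a set limit, based on mean plus 3 SD of controls, cut at about 140% in these data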; note: values of inactives mirror those of a sister screen read the other way
FLuc stim CS = firefly luciferase counter-screen for stimulation assays; activation factor at 10 µM; 200,000 tested, under 10 active; P08659; ATPlite luciferase biochemical, luminescence, 10 min; 0 = ATP-free wells, 1 = DMSO control;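 active = luciferase activation factor, scaled between plate controls, of at least 2 with compound at 10 µM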
Target sequence (P08659 whole entry, looked up): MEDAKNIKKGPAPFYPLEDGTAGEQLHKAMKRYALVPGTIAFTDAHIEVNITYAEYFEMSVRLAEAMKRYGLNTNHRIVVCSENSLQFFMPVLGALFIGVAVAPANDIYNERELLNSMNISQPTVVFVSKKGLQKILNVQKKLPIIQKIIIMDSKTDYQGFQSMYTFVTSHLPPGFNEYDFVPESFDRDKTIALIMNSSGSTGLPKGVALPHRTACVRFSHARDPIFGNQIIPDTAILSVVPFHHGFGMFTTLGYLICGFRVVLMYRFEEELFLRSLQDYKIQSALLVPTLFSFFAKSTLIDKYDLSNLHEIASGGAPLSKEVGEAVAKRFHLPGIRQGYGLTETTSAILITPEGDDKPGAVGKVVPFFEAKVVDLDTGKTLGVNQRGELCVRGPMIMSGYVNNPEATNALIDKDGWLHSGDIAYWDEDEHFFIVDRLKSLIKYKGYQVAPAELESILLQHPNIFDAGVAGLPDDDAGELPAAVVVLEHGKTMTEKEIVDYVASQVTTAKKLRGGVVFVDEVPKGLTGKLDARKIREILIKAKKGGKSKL
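Material: luciferase plus luciferin reagent, cell-free. Medium: PBS buffer for ATP. Also added: ATP substrate, dispensed from a 10.24 µM working solution in PBS. Doses: test compounds dosed from 2 mM stocks in 100% DMSO. Incubation: 10 min post-reagent at room temperature. Technique: light output (luminescence). Read-out basis: luminescence gain marking luciferase activators.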
TLR4 MyD88 comp = inhibitors of human TLR4-MyD88 binding; O00206+Q99836; inhibition, % at 8.4 µM; HeLa CL3-4 TLR4/MyD88 BLA complementation, FRET ratio; 0.18% of 200,000 active; in the data active = inhibition above about 25%;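 note: 0% = vehicle and 100% = reference inhibitor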
Diaph act CS = activates diaphorase or chemically reduces, flagging diaphorase assay artifacts; Diaphorase/resazurin coupled assay, resorufin fluorescence, 16 min; hits give high values; 1 = vehicle wells, 0 = NADH-free wells; activation factor at 20 µM; 0.005% of 190,000 active; AID 1229;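 active = diaphorase activity raised at least twofold by the compound at 20 µM; inactive = activation factor below 2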
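Material: Purified diaphorase enzyme from Clostridium kluyveri | Buffer or medium: 50 mM HEPES pH 7.4 with 4.542 mM MgCl2, 0.005% Tween 20 | Times: 16 min enzyme reaction, ambient temperature | Signal: Red resorufin fluorescence at 544/590 nm excitation/emission | Measure: Increased resorufin signal from activators or reducing compounds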
NF-kB expr up = raises NF-kB expression in human neuronal cells. NF-kB reporter expression; hits give high values. 1.6% of 190,000 active. fold change at 12.5 µM; in the data active = fold change above about 3.3
Diaphorase inh = diaphorase inhibition or chemical oxidation counter-screen; diaphorase resazurin-to-resorufin fluorescence, NADH, 16 min; bacterial (C. kluyveri) enzyme, not human; 0.69% of 190,000 active; AID 1217; inhibition, % at 20 µM;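 active = primary screen inhibition at 20 µM above a set limit, cut at about 50% in these data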;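 note: plate controls were DMSO with full reaction for no effect and wells lacking NADH for full effect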
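material = Clostridium kluyveri diaphorase enzyme | amount = 0.14 U/mL diaphorase, enzyme working solution | schedule = incubation 16 min, room temperature | detection = fluorescence of resorufin formed from resazurin, Ex 544/Em 590 nm | benchmarks = positive control minus NADH, DMSO neutral control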
FLuc inh counter = inhibits firefly luciferase, flagging false hits in luciferase inhibition screens | ATPLite firefly luciferase biochemical luminescence, 10 min | inhibition, % at 10 µM | 1.5% of 200,000 active | AID 1006;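 active = inhibition above about 50% when tested at 10 µM, limit read from the data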
STAT1 act = activators of IFN-gamma induced STAT1 signaling. NIH 3T3 STAT1-luciferase reporter, luminescence; 100% = IFN-gamma alone, no compound. activation (% of control), % at 5.5 µM. 2.6% of 200,000 active. AID 932;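 active = activation above the screen-wide mean activation plus 3 SD, cut at about 130% in these data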;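 note: raw ratio to IFN-gamma control signal so 100% means no change and 0% no light; values of inactives mirror those of a sister screen read the other way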
G6PDH counter = counter-screen for G6PDH assay hits: L. mesenteroides G6PDH inhibition; Purified L. mesenteroides G6PDH, diaphorase/resazurin coupled fluorescence, 45 min; inhibition, % at 5 µM; 0.12% of 200,000 active; AID 1020; in the data active = inhibition above about 50%
* hit, by the source's call; x = not tested or not shown.

SMILES	APP transl inh	APP 5'UTR act	FLuc stim CS	TLR4 MyD88 comp	Diaph act CS	NF-kB expr up	Diaphorase inh	FLuc inh counter	STAT1 act	G6PDH counter
Cc1ccc2c(c1)nnn2C1CCN(S(=O)(=O)c2ccc(C(=O)O)cc2)CC1	3	-3	1	8	1	1.1	2	-2	93	10
Cn1nc(C(=O)NNc2c(F)c(F)cc(F)c2F)c2ccccc2c1=O	7	-7	1.1	4	0.9	1.3	12	-6	94	10
NS(=O)(=O)c1ccc2nc(NC(=O)c3ccc(Br)o3)sc2c1	-1	1	0.7	5	1	1.8	-1	31	129*	-6
Cc1cc(NC(=O)CSc2nc3ccsc3c(=O)n2Cc2ccccn2)n[nH]1	-33	33	1.1	-5	0.9	1.8	5	-10	93	8
O=C(NCCC1=CCCCC1)c1cnccn1	-43	43	1	-21	1	1.6	2	1	115	7
O=C1CC(=O)N2N=C(c3ccc([N+](=O)[O-])cc3)SC2=N1	1	-1	1	-16	0.8	1.3	24	-3	106	-24
CC(/C=N/NC(=S)Nc1cccc(S(=O)(=O)N(C)C)c1)c1ccccc1 (centres undefined)	-4	4	1	0	1	1.1	3	-1	107	14
CCCC1=[N+](CC)CCn2c(C)ccc21	-17	17	1.1	11	0.9	0.76	11	-8	103	-8
CCOC(=O)c1ccc(NC(=S)NCCc2ccccc2F)cc1	10	-10	1.1	11	0.8	1	17	-6	93	-8
O=C(c1ccco1)N1CCN(Cc2ccc(Cl)cc2)CC1	-14	14	1	-2	0.9	0.87	9	-4	104	8
CCCn1c(=O)c(C(=O)NNS(=O)(=O)c2ccc(C)cc2)c(O)c2ccccc21	5	-5	1	3	0.8	0.88	18	-5	110	-18
CCn1c(NCc2ccc(N(C)C)cc2)nc2ccccc21	-17	17	0.8	9	1	1.3	2	16	96	-23

Entries of single compounds, quoted from the list. Screens in order: APP transl inh, APP 5'UTR act, FLuc stim CS, TLR4 MyD88 comp, Diaph act CS, NF-kB expr up, Diaphorase inh, FLuc inh counter, STAT1 act, G6PDH counter
`O=C1CC(=O)N2N=C(c3ccc([N+](=O)[O-])cc3)SC2=N1` is listed with 1, -1, 1, -16, 0.8, 1.3, 24, -3, 106, -24
`Cc1cc(NC(=O)CSc2nc3ccsc3c(=O)n2Cc2ccccn2)n[nH]1` is listed with -33, 33, 1.1, -5, 0.9, 1.8, 5, -10, 93, 8

Additional structures.
SMILES	APP transl inh	APP 5'UTR act	FLuc stim CS	TLR4 MyD88 comp	Diaph act CS	NF-kB expr up	Diaphorase inh	FLuc inh counter	STAT1 act	G6PDH counter
CCN(C(=S)Nc1cccnc1)c1cccc2ccccc12	2	-2	1.1	4	0.7	x	34	-8	97	3
Cc1cc(NC(=O)c2cccc(S(=O)(=O)N3CC(c4ccccc4)CC3=O)c2)no1 (centres undefined)	-4	4	1.1	-7	0.8	0.95	21	-7	91	-7
CCCC(O)(CCN1CCCCC1)c1ccc(OCC)cc1 (centres undefined)	6	-7	1.1	-5	1	1.1	4	-8	106	3
Cc1c(C)c2c(C)nn(-c3ccccc3)c2[nH]c1=O	5	-5	1	-11	1.1	1	-6	-2	106	7
O=C(O)c1ccc2c(c1)C(=O)N(c1cc(C(=O)O)ccc1Br)C2=O	-4	4	1	3	0.9	0.89	13	-2	84	16
CCN1CCN(C(=O)c2ccc3c(=O)n(C4CCCC4)c(=S)[nH]c3c2)CC1	-2	2	1.1	-1	0.7	0.89	31	-10	101	-6
CCOC(=O)C1=C(C)Nc2ncnn2C1c1ccc(N(C)C)cc1 (centres undefined)	-15	15	1	5	0.8	0.88	19	-3	103	3
CCOC(=O)C1=NOC2C(=O)N(c3ccc(Cl)cc3Cl)C(=O)C12 (centres undefined)	-4	4	1.1	-2	0.9	1.3	14	-6	97	3
COc1ccc2c(c1)C(=O)OC2CC(=O)O (centres undefined)	-2	2	1	-2	0.9	1	12	-3	102	9
CC(C)C(NS(=O)(=O)c1ccc2c(c1)oc(=O)n2C)C(=O)N1CCN(C2CCCCC2)CC1 (centres undefined)	15	-15	1.1	5	1.2	1.1	-17	-7	99	12
N#Cc1nc(COc2ccccc2F)oc1NCc1ccc(F)cc1	1	-1	1	3	0.9	1.3	8	-3	107	2
CCCCCSc1nc2c(c(=O)[nH]c(=O)n2C)n1C	1	-1	1	3	0.9	1.2	14	-1	102	-4
CCc1ccccc1NC(=S)NNC(=O)c1ccccc1Cl	-31	31	1	-5	1	1.4	3	-4	109	6
O=C(CSc1nc2cc([N+](=O)[O-])ccc2n1-c1ccccc1)NCc1ccc2c(c1)OCO2	3	-3	1	-7	1	1.1	0	-4	97	-15
CC(C)Cn1cnc2c(N)nc3ccccc3c21	x	x	1	x	0.8	x	17	-4	x	7
Cc1ccc(OCC(=O)N/N=C/C=C/c2ccco2)cc1C	-1	1	0.6	-4	0.8	1.4	17	39	102	-6
CN1CCN(CCCCOc2ccccc2-c2ccccc2)CC1	-28	28	1	1	1	0.92	-3	-1	100	13
Cc1ccccc1N1C(=O)c2ccccc2N2C(=O)c3ccccc3C12 (centres undefined)	14	-15	1	-6	1	0.94	1	1	98	1
C=CCOc1ccccc1/C=C/C(=O)O	3	-3	1	2	0.9	1.3	9	-1	104	7
CC(C)C(OC(=O)CN1C(=O)COc2ccccc21)C(=O)NC1CCCC1 (centres undefined)	-17	17	1	3	0.8	1.1	20	-1	93	-2
COCC(=O)Nc1cc(OC)c(Cl)cc1OC	-9	9	1	1	0.9	1.1	8	-4	107	-5
Cc1ccc(C(c2sc3nc(C)nn3c2O)N2CCOCC2)cc1 (centres undefined)	-6	6	1.1	10	0.8	0.96	15	-6	104	2
CCC(=O)NC(NC(=S)Nc1cccc2cccnc12)C(Cl)(Cl)Cl (centres undefined)	-10	9	1	2	0.9	1.5	14	-3	105	12
CC1=C(c2ccc(Cl)cc2)[N+](=O)C(C)(C)N1[O-]	-2	2	1.1	5	0.8	0.97	18	-6	103	1
Cc1cc(Cl)c(OCCCSc2nc(C)cc(=O)[nH]2)c(Br)c1	-5	5	1	-10	0.9	1.4	12	-4	106	-3
O=C1[C@@H]2[C@H](Cc3ccc(O)cc3)N[C@]3(C(=O)Nc4ccccc43)[C@@H]2C(=O)N1c1ccc(F)cc1	-10	10	1.1	0	0.8	0.92	20	-8	103	0
NS(=O)(=O)c1cnccc1Nc1ccc(Cl)cc1	-9	9	1	0	1	1.3	4	-4	104	1
Cc1cccc2c1N(CCOc1ccc(C(C)(C)C)cc1)C(=O)C2=O	5	-5	1.1	-2	0.9	1.4	7	-6	108	21
O=C(NCCC(c1ccccc1)c1ccccc1)c1cnccn1	3	-3	1	-1	1	1.2	-1	-3	99	9
C/C=C/COc1nc2c(c(=O)n(C)c(=O)n2C)n1C	-3	3	1.1	5	0.8	1.2	17	-6	103	2
c1ccc(-c2nc(NCC3CCCO3)c3ccccc3n2)nc1 (centres undefined)	8	-8	1	6	1	0.62	4	-3	109	11
CCOC(=O)c1sc(NC(=O)c2ccc(Cl)s2)cc1C	-76	76	0.8	-6	0.9	2.1	11	19	132*	-23
CC(C)N(C(=O)COC(=O)c1cncc(Br)c1)C(C)C	4	-4	1	4	0.8	1.1	18	-4	104	1
O=C1CC(C(=O)N(CC2CCCO2)C(C(=O)NC2CCCCC2)c2ccncc2)CS1 (centres undefined)	-16	16	1	-3	0.8	1.1	22	-1	100	-2
CCOC(=O)c1sc(NC(=O)C(CC)Sc2nnc3c4ccccc4n(C(C)C)c3n2)nc1C (centres undefined)	7	-7	1	-6	0.7	0.88	28	-2	98	-1
CCCCC(CC(O)COCCC)c1n[nH]c(=S)n1-c1ccccc1 (centres undefined)	-6	6	1	-3	0.8	0.98	20	4	95	6
COCCCn1c(C(C)C)nc2oc3cc(OC)ccc3c(=O)c2c1=O	0	0	1.1	-1	0.8	1	20	-6	99	4
Cc1ccc(/C=C/C(=O)Nc2cc(=O)n(C)c(=O)n2C)o1	13	-13	1	-6	0.8	1.2	18	4	93	5
CCOC(=O)c1ccc(NC(=O)CCc2nc(-c3cccc(C)c3)no2)cc1	-10	10	1.1	-18	0.7	1.1	28	-8	98	-57
COc1ccc2c(c1)O[C@H](c1ccc3c(c1)OCO3)[C@@H](O)C2=O	-8	8	1	-9	1	1.5	-4	4	103	9
O=S(=O)(/N=C(/Nc1cc(N2CCOCC2)ncn1)c1ccccc1)c1ccccc1	-7	7	1.1	2	0.9	0.98	8	-8	101	-23
Cc1nn(-c2ncc(C(F)(F)F)cc2Cl)c(=O)n1-c1cccc(F)c1	9	-9	1	5	0.9	1	5	0	98	3
O=c1c2ccccc2nc(SCCN2CCOCC2)n1CCc1ccccc1	13	-13	1	-1	0.8	0.53	20	-4	102	0
Cc1ccc2c(c1)c(-c1ccccc1)nc1nncn12	-36	36	1	-2	0.8	1.5	20	-5	104	-6
CC/C(O)=C(\C#N)c1nnc2n1CCCCC2	12	-12	1.1	7	0.9	1	8	-6	103	7
NCc1cccc(-n2cccn2)c1	-21	21	1.1	-6	1	1.1	4	-6	101	20
CN(CC(=O)NCCC1=CCCCC1)S(=O)(=O)c1ccc2c(c1)c(=O)n(C)c(=O)n2C	6	-6	1.1	5	0.8	0.86	16	-6	92	5
O=C(CSc1nc2ccccc2c(=O)[nH]1)c1cccs1	-10	10	1	-2	0.8	1.4	16	-1	106	6
CCN(CC)CC(=O)NN=C(c1ccccc1)c1ccccc1	3	-3	1	0	0.9	1.1	7	-4	106	5
CSc1nc(C)cc(OCCNS(=O)(=O)c2ccc(C)cc2)n1	-8	8	x	-4	x	x	x	x	95	x
CCc1ccc(OCC(=O)Nc2ccc3c(c2)COC3=O)cc1	1	-1	1	3	0.9	0.99	11	1	93	2
COC(=O)c1c(NC(=O)Cc2cccs2)sc(C)c1C	9	-9	1.1	-5	0.8	1.3	24	-9	112	-1
CCOC(=O)c1c(-c2ccccc2)oc2ccc(OC(C)=O)cc12	-7	7	1	1	0.8	1.1	19	-4	92	-1
COc1ccccc1-c1nc(C#N)c(NCc2ccc(F)cc2)o1	-1	1	1.1	-4	0.8	0.88	21	-6	92	-1
COc1ccc2oc3ccc(OC)cc3c(=O)c2c1	-66	67	0.6	-8	0.9	3.1	10	42	144*	1
Cc1ccc2nc3sc(C(=O)N4CCOCC4)c(N)c3cc2c1	-192	192*	0.2	-4	0.9	1.6	15	81*	54	2
O=C(c1ccccc1F)c1cc2c(cc1[N+](=O)[O-])OCCO2	-16	16	1	-8	0.8	1.1	20	-3	104	16
COc1ccc(C(=O)NC(=S)NNC(=O)Cc2cccs2)cc1	-20	20	1.1	-12	0.7	0.69	32	-9	95	1
COc1ccc(-c2csc(-c3cccnc3)n2)cc1C	-73	73	0.7	-9	0.9	2.8	9	33	150*	10

Two entries from above, set out differently:
COc1ccc2oc3ccc(OC)cc3c(=O)c2c1
  APP transl inh: -66
  APP 5'UTR act: 67
  FLuc stim CS: 0.6
  TLR4 MyD88 comp: -8
  Diaph act CS: 0.9
  NF-kB expr up: 3.1
  Diaphorase inh: 10
  FLuc inh counter: 42
  STAT1 act: 144*
  G6PDH counter: 1

Cc1ccc2nc3sc(C(=O)N4CCOCC4)c(N)c3cc2c1
  APP transl inh: -192
  APP 5'UTR act: 192*
  FLuc stim CS: 0.2
  TLR4 MyD88 comp: -4
  Diaph act CS: 0.9
  NF-kB expr up: 1.6
  Diaphorase inh: 15
  FLuc inh counter: 81*
  STAT1 act: 54
  G6PDH counter: 2

Screens (PubChem BioAssay)
